CIT2-GFP yeast – yeast TOR pathway CIT2-GFP modulation. S. cerevisiae CIT2-GFP strain, flow cytometry, 3 h; 100 means same as DMSO wells. AID 2029. GFP response vs DMSO, % at 10 µM. 0.065% of 320,000 active;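 active = GFP response relative to DMSO above a set limit, near the screen mean plus 3 SD, cut at about 150% in these data; inconclusive = Fewer than 70 cells measured for a yeast strain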;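 note: ratio of well median GFP fluorescence to mean of DMSO wells on the plate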
LAP4 TOR yeast – alters LAP4-GFP fluorescence in TOR pathway yeast screen; S. cerevisiae LAP4-GFP multiplex, flow cytometry GFP, 3 h; median GFP as percent of DMSO wells; GFP response vs DMSO, % at 10 µM; 0.34% of 320,000 active; AID 2023;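 active = GFP response vs DMSO above a set limit, about the screen mean plus 3 SD, cut at about 150% in these data; inconclusive = under 70 cell events counted for the yeast strain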
GRK2 inh – inhibitors of human GRK2 displacing RNA aptamer; P25098; bead flow cytometry, FAM-aptamer displacement from GRK2; inhibition of aptamer binding, % at 10 µM; 0.59% of 330,000 active; AID 488847;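 active = inhibition of aptamer binding above 40%, roughly 3 SD of noise, on plates passing a quality check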;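 note: median bead fluorescence of bound FAM aptamer so fluorescent compounds give negative values; no value below 0 was filed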
RPL19A TOR yeast – alters RPL19A-GFP fluorescence in TOR pathway yeast screen. S. cerevisiae RPL19A-GFP strain, flow cytometry, 3 h; stronger effect = lower value. percent response vs DMSO, % at 10 µM. 0.3% of 330,000 active. AID 2025;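 active = percent response vs DMSO below 50%; inconclusive = fewer than 70 events counted for the yeast strain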;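 note: median channel GFP fluorescence of the barcoded RPL19A-GFP strain; ratio of sample median GFP to plate DMSO average so 100% = DMSO; lower means less RPL19A-GFP as with rapamycin TOR inhibition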
JMJD2C inh – blocks human GASC-1 demethylase activity | inhibition, % at 2.35 µM | 0.069% of 330,000 active | GST-JMJD2C(1-420) H3K9me3 demethylation, DELFIA europium | Q9H3R0;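 active = more than half of a compound's replicate wells show inhibition beyond 50%, single wells judged on their own value; inconclusive = some, but no more than half, of replicates pass 50% inhibition; inactive = no replicate passes 50% inhibition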;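 note: signal counts dimethyl H3K9 product captured on neutravidin plate; 0% = median of DMSO wells and 100% = 0.3 times that DMSO median; strong numbers were not always called active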
MEP2 TOR yeast – alters MEP2-GFP fluorescence in TOR pathway yeast screen. S. cerevisiae MEP2-GFP strain, flow cytometry GFP, 3 h; 100% = DMSO control level. GFP response vs DMSO, % at 10 µM. 0.51% of 330,000 active. AID 2016;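 active = GFP response versus DMSO above a set limit, roughly screen mean plus 3 SD, cut at about 180% in these data; inconclusive = fewer than 70 cells counted for a yeast strain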;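 note: median GFP fluorescence of the barcode-gated MEP2-GFP cells per well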
AGP1 TOR yeast – alters AGP1-GFP fluorescence in TOR pathway yeast screen. S. cerevisiae AGP1-GFP multiplex flow cytometry, 3 h; GFP as percent of DMSO wells. GFP response vs DMSO, % at 10 µM. 0.02% of 320,000 active;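 active = GFP response relative to DMSO above a set limit, near screen average plus 3 SD, cut at about 150% in these data; inconclusive = fewer than 70 cells counted for the yeast strain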;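 note: median GFP channel fluorescence of the gated AGP1 strain per well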
VLA-4 inh – inhibition in a human VLA-4 binding assay; VLA-4 expressing cells, ligand binding flow cytometry; inhibition, % (about 7 µM as worked out from the volumes in the protocol); P13612; 0.2% of 330,000 active; in the data active = inhibition above about 50%
Target sequence (P13612 whole entry, looked up): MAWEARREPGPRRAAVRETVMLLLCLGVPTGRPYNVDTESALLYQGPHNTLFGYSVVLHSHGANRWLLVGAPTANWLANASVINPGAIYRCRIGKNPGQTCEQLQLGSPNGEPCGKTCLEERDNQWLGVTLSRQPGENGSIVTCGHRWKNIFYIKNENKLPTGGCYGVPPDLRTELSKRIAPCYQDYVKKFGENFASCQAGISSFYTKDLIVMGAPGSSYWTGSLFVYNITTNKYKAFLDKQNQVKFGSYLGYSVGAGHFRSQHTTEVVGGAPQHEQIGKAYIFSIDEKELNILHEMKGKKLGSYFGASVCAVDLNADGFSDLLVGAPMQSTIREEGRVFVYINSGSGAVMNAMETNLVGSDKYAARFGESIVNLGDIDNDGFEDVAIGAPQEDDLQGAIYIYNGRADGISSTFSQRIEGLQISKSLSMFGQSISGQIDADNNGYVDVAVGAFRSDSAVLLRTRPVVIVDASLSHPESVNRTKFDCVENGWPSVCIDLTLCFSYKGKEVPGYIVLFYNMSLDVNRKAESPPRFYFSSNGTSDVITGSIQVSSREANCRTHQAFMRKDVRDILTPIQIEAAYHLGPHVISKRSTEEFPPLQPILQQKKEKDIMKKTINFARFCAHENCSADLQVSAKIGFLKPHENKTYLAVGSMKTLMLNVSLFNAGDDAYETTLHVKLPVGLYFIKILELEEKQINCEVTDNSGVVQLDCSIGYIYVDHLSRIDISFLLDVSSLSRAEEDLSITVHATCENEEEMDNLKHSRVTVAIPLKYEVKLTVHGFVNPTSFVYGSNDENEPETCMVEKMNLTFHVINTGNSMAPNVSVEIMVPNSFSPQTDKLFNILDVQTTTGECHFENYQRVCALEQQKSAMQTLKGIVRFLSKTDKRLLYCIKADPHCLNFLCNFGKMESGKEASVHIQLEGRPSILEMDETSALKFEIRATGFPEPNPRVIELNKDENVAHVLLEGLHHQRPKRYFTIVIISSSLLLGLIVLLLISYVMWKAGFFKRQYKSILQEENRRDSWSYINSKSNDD
The depositor's hits bear a star; ? = inconclusive; nt = no result given; & = joins results of further samples; [ ] = remark or other dose.

canonical_smiles,CIT2-GFP yeast,LAP4 TOR yeast,GRK2 inh,RPL19A TOR yeast,JMJD2C inh,MEP2 TOR yeast,AGP1 TOR yeast,VLA-4 inh
COc1ccc(C)cc1NC(=O)CSc1nnc2ccc(-c3ccccn3)nn12,103,115,0,112,-6,98,111,-5
COc1ccccc1C1CC(=O)Nc2cc(C)c(C)cc21 (stereo not drawn),101,95,2,102,-3,108,101,6
CC(=O)c1ccc(N2CCN(C(=O)c3ccc4c(c3)OCO4)CC2)cc1,79,89,3,103,2,97,86,-7
NC(=O)c1sc2nc3c(c(-c4ccco4)c2c1N)CCC3,94,112,3,100,-38,105,89,-5
CN(C)/C=N/NC(=O)c1ccccc1Cl,103,112,0,101,-1,101,110,9
O=C(O)C1CCN(S(=O)(=O)c2ccc(Cl)s2)CC1,109,92,6,103,3,96,97,15
CC(C)Cn1c(N)c(C(=O)COC(=O)c2cc(-c3ccco3)nc3ccccc23)c(=O)n(C)c1=O,89,92,1,94,-17&9,94,96,-40
COCCn1nnnc1CN1CCSCC1,96,99,2,93,32,95,96,0
Cc1ccc(CNC(=O)c2ccc(N3CCc4ccccc43)c([N+](=O)[O-])c2)cc1,94,100,3,105,-4,105,100,2
CC(C)[C@H](Nc1ncnc2c1oc1ccccc12)C(=O)O,92,96,0,97,0,96,106,-2
CC(=O)NC1=NN(C(C)=O)C(c2ccco2)S1 (stereo not drawn),94,108,0,93,-18,92,101,5
Cc1cc(C2(c3ccc(O)c(C)c3)C(=O)Nc3ccccc32)ccc1O,94,98,4,99,-9,106,104,24
COC(=O)c1sccc1NC(=O)Cn1nnc(-c2ccccc2C)n1,106,108,4,112,-4,107,103,13
CCOc1ccc(NC(=O)c2ccc3nccnc3c2)cc1,104,107,1,98,2,104,101,6
Cc1ccc(NC(=O)Cn2c(=O)n(CCC(=O)NC3CCN(Cc4ccccc4)CC3)c(=O)c3ccccc32)cc1,101,94,0,95,-3,99,99,-5
CCOCCCn1c(=N)c(S(=O)(=O)c2ccc(C)cc2)cc2c(=O)n3cc(C)ccc3nc21,106,92,3,101,3,103,95,-7
CC1C(c2ccccc2)N(C)C(c2ccccc2)CC1(O)c1ccc(F)cc1 (stereo not drawn),93,98,0,89,16,95,nt,3
CC1(C(=O)NCCc2c[nH]c3ccccc23)C=CC2(CCCCC2)N1C(=O)c1ccccc1 (stereo not drawn),61,102,0,91,-9,90,73,53*
CC[N+](C)(C)Cc1ccccc1Br,108,105,0,105,-10,90,88,-3
O=C(Nc1ccccc1N1CCOCC1)c1cc(Cl)c2c(c1)OCO2,121,117,5,97,-5,119,109,26
O=C(CN1C(=O)C2C3C=CC(C3)C2C1=O)NCc1ccco1 (stereo not drawn),106,111,4,112,21,117,107,10
CCCN1CNc2c(c(=O)[nH]c(=S)n2-c2ccc(Cl)cc2)C1,91,99,0,99,nt,102,98,4
CCN1C(=O)NC(c2ccccc2)C1=O (stereo not drawn),90,101,0,102,nt,100,94,15
COc1ccc(C(=O)Nc2cccc(C(=O)N3CCCC3)c2)cc1,100,103,0,100,-5,101,98,9
Cc1ccc(C(=O)C(C)OC(=O)Cc2n[nH]c(=O)c3ccccc23)cc1C (stereo not drawn),104,102,1,101,4,100,105,6
CCOC(=O)c1c(N)ssc1=S,104,102,2,99,5,97,96,2
CCOC(=O)N1CCN(c2c(N3CCN(c4cc(C)ccc4C)CC3)c(=O)c2=O)CC1,89,95,0,95,9,94,97,23
CC(C)NC(=S)N1CCN(S(=O)(=O)c2cccc(C(F)(F)F)c2)CC1,88,99,1,96,-14,94,115,15
Clc1ccc(CNc2ccccn2)cc1,100,96,0,105,-2,99,100,23
CCC(C)C(=O)Nc1cc([N+](=O)[O-])ccc1Cl (stereo not drawn),101,88,0,104,-5,97,96,-9
Cc1ccc(-c2nn[nH]n2)cc1Cl,91,117,0,100,2,102,101,1
CC(CNC(=S)Nc1cc(F)cc(F)c1)CSc1ccc(Cl)cc1 (stereo not drawn),101,110,1,110,0,101,94,2
Cc1csc(=O)n1CC(=O)OCC(=O)NCc1ccccc1,101,99,0,102,-7,99,108,-3
CC(=O)Nc1ccc(S(=O)(=O)N2CCSC2C(=O)O)cc1 (stereo not drawn),103,97,2,96,-4,98,99,-6
CCCCc1nc2cc(Cl)ccc2o1,108,104,3,114,6,103,101,16
COc1ccc(S(=O)(=O)N2CCOCC2)cc1NC(=O)c1ccc(OCC(C)C)c(OC)c1,100,108,0,99,nt,100,108,3
Cc1cccc(N(C(=O)c2csnn2)C(C(=O)NC(C)(C)C)c2cccs2)c1 (stereo not drawn),63,90,4,103,3,97,74,27
Cc1ccc(-n2c(SCC(N)=O)nnc2-c2cccnc2)c(C)c1,104,103,2,99,3,98,98,-3
c1ccc2c(c1)NCCS2,100,95,2,98,-15,96,103,12
CCOC(=O)c1ccccc1NC(=O)CSc1nccn1C,?,84[may fluoresce violet],3,50[may fluoresce violet],16,141[may fluoresce violet],?,-2
CCOC(=O)C(NC(C)=O)C(=O)Nc1ccc(C(C)C)cc1 (stereo not drawn),101,102,0,107,-1,105,103,-18
Cc1nc(-c2cnn(-c3ccccc3)c2)c2cc(C)oc2n1,83,105,1,99,8,94,74,-2
COc1ccccc1NC(=O)C1=C(C)Nc2nc(CCCO)nn2C1c1ccc2c(c1)OCO2 (stereo not drawn),100,99,0,99,-3&2,100,102,-4
CC(=O)c1cnc2cc(-c3ccccc3)nn2c1C,95,112,6,98,41,103,88,24
COc1cccc(S(=O)(=O)NCc2ccc(C(=O)Nc3ccc(Cl)cc3)cc2)c1,108,97,0,101,11,91,105,19
CC(C)=CC(=O)OCC(=O)Nc1cccc([N+](=O)[O-])c1,100,102,1,98,-5,104,102,13
COc1ccc(N(C(=O)c2ccco2)C(C(=O)NC2CCCC2)c2cccs2)c(OC)c1 (stereo not drawn),97,90,4,98,2,99,101,11
COc1ccccc1-c1coc2c(CN3C(C)CCCC3C)c(O)ccc2c1=O (stereo not drawn),96,100,0,104,-7,109,103,10
Cc1cc(C)c(C(N)=O)c(Nc2ccc3c(c2)OCCO3)n1,93,94,0,91,2,103,93,19
CCNC(=O)N(C)C[C@H]1N[C@@](CC)(C(=O)OC)[C@H]2C(=O)N(Cc3ccccc3)C(=O)[C@@H]12,96,89,0,90,25,86,92,40
Cc1cc(Nc2ccc(Cl)cc2)nc(NCc2ccccc2)n1,93,88,0,100,-7,95,90,9
COc1cccc(NC(=O)c2ccc(-c3ccc([N+](=O)[O-])cc3)o2)c1,94,107,10,97,-3,103,103,1
O=C1CCCN1CN(C(=O)c1ccccc1)c1ccc(F)cc1,102,78,1,98,6,97,108,-15
Cn1cnnc1Sc1ccc(C(=O)NCCC(c2ccccc2)c2ccccc2)cc1[N+](=O)[O-],108,99,0,113,4,111,105,-3
Cc1c(Cl)cccc1NC(=S)Nc1ccc2[nH]c(=O)[nH]c2c1,107,96,5,110,-7,108,106,-5
Nc1ccc(C(=O)N/N=C/c2sc(N3CCOCC3)nc2-c2ccccc2)cc1,103,104,5,99,5,105,90,-44
Cc1ccc(C2(C)NC(=O)N(CC(=O)Nc3ccc4c(c3)CCC4)C2=O)cc1 (stereo not drawn),98,104,9,104,nt,111,102,-10
COc1ccc(S(=O)(=O)N2CCC(C(=O)NC3CC3)CC2)cc1OC,97,95,1,99,-18,109,101,-1
O=C(Nc1ccc2c(c1)C(=O)N(C1CCCCC1)C2=O)C1CCCO1 (stereo not drawn),84,85,3,96,-2,90,nt,7
CC(=O)Nc1ccc(-c2ccc(NC(C)=O)cc2)cc1,106,94,0,108,1,105,105,30

(listing goes on)
canonical_smiles,CIT2-GFP yeast,LAP4 TOR yeast,GRK2 inh,RPL19A TOR yeast,JMJD2C inh,MEP2 TOR yeast,AGP1 TOR yeast,VLA-4 inh
COc1cc(Br)c(/C=C/c2ccc3cccc(O)c3n2)cc1OC,94,106,3,100,3,114,84,-4
O=C(/C=C/c1ccccc1)NNc1ccc(Cl)cc1,100,116,0,102,-14,109,93,55*
Cc1cc(C)c(NC(=O)c2cc(C(=O)O)ccc2C(=O)O)c([N+](=O)[O-])c1,?,?,1,?,-30,?,?,7
COc1ccc(NC(=O)COC(=O)Cc2ccsc2)c(OC)c1,100,101,3,95,-14,94,97,-4
O=C1/C(=C/c2ccccc2)CCCc2ccccc21,85,117,0,98,-15,98,93,-3
CC1=NCC(C)c2c1[nH]c1ccccc21 (stereo not drawn),103,91,0,96,8,99,102,5
Cc1ccc(S(=O)(=O)CCC(=O)Nc2nnc(-c3cccs3)o2)cc1,95,103,5,98,-3,104,100,10
CC1(C)O[C@@H]2CC3C4C[C@H](F)C5=CC(=O)C=CC5(C)C4C(O)CC3(C)[C@]2(C(=O)CO)O1 (stereo partly drawn),88,95,2,98,-45,95,92,15
CCC1CSC(=Nc2ccc(C)cc2)N1C(=O)CN1C(=O)NC2(CCCC2)C1=O (stereo not drawn),95,88,3,99,14,104,91,0
Cc1onc(-c2ccccc2Cl)c1C(=O)N1CCC(C)CC1,107,99,0,104,10,102,111,14
COc1cccc(CNC(=O)Cc2csc(NC(=O)Nc3ccccc3OC)n2)c1,106,109,1,100,-7,98,107,8
CCOC(=O)CN1C(=O)C(O)(CC(=O)c2ccco2)c2ccccc21 (stereo not drawn),90,92,4,91,5,95,90,9
COc1ccccc1C1=CN(Cc2ccccc2)CCC1=O,110,107,3,107,nt,102,118,-6
O=C(c1ccccc1[N+](=O)[O-])N1CCc2ccccc2C1,83,128,3,87,-2,90,98,0
CS(=O)(=O)N(CC(=O)NCc1ccncc1)c1cc(Cl)ccc1Cl,91,98,0,98,10,102,98,2
Cc1noc2ncnc(SCc3ccc(C(F)(F)F)cc3)c12,101,122,1,97,-54,98,101,-5
CCn1ccc(C(=O)NC2C(=O)N3C(C(=O)O)=C(C)CSC23)n1 (stereo not drawn),104,89,0,96,-6,89,99,-3
C#CCNC(=O)C1=C[C@H](c2ccc(C(F)(F)F)cc2)C[C@H](OCCCCO)O1,96,98,3,95,2,97,98,49
Cc1occc1C(=O)N/N=C/C1=C(N2CCOCC2)C(=C\c2ccc(Cl)cc2)/CC1,109,115,0,120,2,119,117,-10
COCCCn1c(=O)c2ccccc2n(Cc2ccccc2)c1=O,98,105,0,99,5,97,101,10
Cc1cc(Nc2nc(Cl)c(Cl)cc2Cl)n(-c2ccccc2)n1,108,108,5,104,-2,139,104,19
COc1ccc(C(=O)Nc2cc3c(cc2OC)CCCC3)cc1Br,102,105,0,101,-3,102,105,0
Cn1c(=O)c2cn3c(c2n(C)c1=O)C(c1ccccc1)CC(c1ccccc1)=N3 (stereo not drawn),107,112,2,103,-7,108,110,19
CCN(CC)CC(=O)Nc1nc(-c2ccc(Cl)cc2)cs1,104,95,0,99,5,111,98,0
COc1ccc(-c2nc(N)ncc2-c2ccccc2)c(O)c1,97,96,0,101,0,103,97,19
Fc1ccc(NC(=S)N2CCCC(c3ccccc3)=N2)cc1,96,109,1,94,-14,94,93,-2

High-throughput results from PubChem BioAssay.

This is a random part of the collection; any-hit rate near 1.7%.
